Measles CPE – protection of cells from measles virus; Measles virus-infected cells, CPE protection, absorbance; protection (pct of control), % at 4 µM; 140,000 tested, 1.5% active; in the data active means protection mostly above about 24%, no sharp cut-off; inactive means mostly below about 26%; further: some compounds called inactive have numbers as strong as hits
BB579 growth dn – reduces growth of yeast BB579 in restrictive medium | inhibition, % at 10 µM | S. cerevisiae BB579 growth, OD615, 48 h | 140,000 tested, 0.51% active;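 active means inhibition above a set limit, 3 SD over the mean compound inhibition, cut at about 44% in these data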; further: inactives centre near -24
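Test system: DeaD yeast strain BB579 / Buffer or medium: restrictive glucose-based CSMM-D medium / Doses: single 10 µM dose / Schedule: 4 h cell preincubation, 48 h compound exposure, 30 °C humidified / Technique: culture absorbance at 615 nm / Controls: amphotericin B positive control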
Yeast life ext – yeast lifespan extension; S. cerevisiae growth with nicotinamide, OD615; deaD strain in restrictive glucose medium; AID 775; 130,000 tested, 0.68% active; inhibition of the nicotinamide effect, % at 10 µM;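 active means inhibition above a set limit, placed 3 SD over the median of all compounds, cut at about 26% in these data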;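 further: 0% = nicotinamide-treated wells and 100% = cells grown without nicotinamide; some compounds called inactive have numbers as strong as hits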
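Test system – modified budding yeast, DeaD strain · Compound – single dose 10 µM compound, 0.25% DMSO · Times – culture preincubation 4 h, compound exposure 48 h, both 30 °C · Detection – optical density (absorbance) at 615 nm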
E-sel TNF inh – blocks E-selectin expression induced by TNF alpha; AID 1246; 120,000 tested, 0.71% active; HUVEC TNFa-induced E-selectin immunofluorescence, high content; inhibition, % at 2 µM;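 active means inhibition above the batch mean plus 3 SD, and confirmed as a hit on visual image review, cut at about 43% in these data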;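 further: 0% = TNF-stimulated DMSO wells and 100% = unstimulated control wells; not every result past the cut was called active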
HCT116 PTEN-null – suppresses growth of cells with PTEN deletion; HCT116 PTEN-null viability, CellTiter-Glo, 60 h; active compounds read low; viability, % at 10 µM; 140,000 tested, 1.2% active;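 active means viability at or below a set limit, 4 SD under the median of all tested compounds, cut at about 3.7% in these data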;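 further: PTEN knockout HCT116 line with beta catenin targeted HCT116 as companion control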
GALR2 antag – GALR2 (human) receptor antagonism; GALR2-expressing cells, antagonist mode; inhibition, % at 4 µM; AID 828; O43603; 140,000 tested, 0.39% active; in the data active means inhibition above about 27%;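 further: cells stimulated with galanin 1-16 at roughly its EC80; 0% = agonist challenge control and 100% = basal control without agonist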
Target sequence (O43603 whole entry, looked up): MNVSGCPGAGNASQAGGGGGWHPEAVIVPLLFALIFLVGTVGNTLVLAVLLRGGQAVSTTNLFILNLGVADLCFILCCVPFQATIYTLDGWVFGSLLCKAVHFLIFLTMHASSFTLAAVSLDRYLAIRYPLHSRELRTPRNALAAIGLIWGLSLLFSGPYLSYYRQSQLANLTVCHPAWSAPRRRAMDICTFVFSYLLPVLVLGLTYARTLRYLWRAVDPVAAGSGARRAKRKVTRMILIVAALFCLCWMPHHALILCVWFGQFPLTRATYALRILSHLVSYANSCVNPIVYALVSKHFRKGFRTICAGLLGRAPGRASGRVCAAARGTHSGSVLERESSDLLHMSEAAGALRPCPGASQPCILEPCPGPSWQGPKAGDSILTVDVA
NPY-Y2 antag – antagonists of human neuropeptide Y receptor Y2. 140,000 tested, 0.99% active. AID 793. P49146. inhibition, % at 2.7 µM. NPY-Y2 expressing cells, antagonist mode; in the data active means inhibition above about 17%;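 further: 0% = vehicle with agonist challenge and 100% = reference antagonist with challenge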
Target sequence (P49146 whole entry, looked up): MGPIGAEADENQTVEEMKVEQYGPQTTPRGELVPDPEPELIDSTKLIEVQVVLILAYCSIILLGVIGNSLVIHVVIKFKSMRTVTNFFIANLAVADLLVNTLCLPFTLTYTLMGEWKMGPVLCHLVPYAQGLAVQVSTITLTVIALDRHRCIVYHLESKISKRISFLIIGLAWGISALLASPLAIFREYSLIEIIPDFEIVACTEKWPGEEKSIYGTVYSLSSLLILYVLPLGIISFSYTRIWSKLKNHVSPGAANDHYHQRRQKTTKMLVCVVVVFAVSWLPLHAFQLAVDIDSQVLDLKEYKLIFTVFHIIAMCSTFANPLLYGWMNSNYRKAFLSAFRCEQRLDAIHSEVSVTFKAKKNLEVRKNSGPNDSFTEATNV
MRP-1 activ – activates MRP-1; H69AR cells + doxorubicin, viability rescue, CellTiter-Glo; viability increase, % at 10 µM; 140,000 tested, 0.61% active; AID 799;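 active means viability gain under doxorubicin at or above a set limit, the compound median plus 3 SD, cut at about 4.7% in these data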;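 further: MRP-1 overexpressing cells given doxorubicin 25 µM after compound pretreatment; 18-22 h compound pretreatment then 72 h with doxorubicin before readout; 0% = doxorubicin-only wells and 100% = vehicle-treated cells without doxorubicin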
Phagocyt inh – macrophage phagocytosis inhibition; J774A.1 macrophage IgG-bead phagocytosis, imaging; inhibition, % at 5 µM; 110,000 tested, 0.07% active;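 active means inhibition above the mean of the plate negative controls plus 5 SD, cut at about 13% in these data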;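 further: phagocytic index as fraction of beads internalized from green versus red external bead signal; plate controls were DMSO negative control for no effect and cytochalasin-D positive control for full effect; some results beyond the cut were filed as inactive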
bCat KO growth – beta-catenin-lacking colon tumor cell growth suppression; AID 818; viability, % at 10 µM; HCT116 beta-catenin knockout viability, CellTiter-Glo, 60 h; active compounds read low; 140,000 tested, 1.5% active;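 active means viability at or under a set limit, the compound median less 4 SD, cut at about 6% in these data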;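 further: 0% = Hyamine 1622 control at 20 µM and 100% = untreated cell control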
Active calls of the source: *; / = no result given. Outcome played no part in choosing rows; 6.1% or so of the library scored in one or more.

Value order – Measles CPE, BB579 growth dn, Yeast life ext, E-sel TNF inh, HCT116 PTEN-null, GALR2 antag, NPY-Y2 antag, MRP-1 activ, Phagocyt inh, bCat KO growth
O=C(/C=C/c1ccccc1)NCCOc1ccccc1
  3, 0, -8, /, 82, -8, 5, 0.5, -2, 93
CS(=O)(=O)Nc1cccc(C2=NN(S(C)(=O)=O)C(c3ccc4c(c3)OCO4)C2)c1 (stereo unspecified)
  5, -3, -5, /, 34, -9, 1, -4.0, 1, 38
C/C(=N\NS(=O)(=O)c1ccc(Cl)cc1)c1ccc(NC(=O)c2ccco2)cc1
  19, -10, -6, /, 101, 6, 0, -2.5, -8, 99
Cc1ncn(C23CC4CC(CC(O)(C4)C2)C3)n1
  3, -25, -5, /, 103, 4, 1, -0.5, -1, 99
O=C(NC(=S)Nc1ccc(N2CCOCC2)cc1)c1ccc2c(c1)OCCO2
  8, 18, -5, /, 101, 3, 0, -0.7, -3, 84
Cc1ccc(-n2c(N)c(C(=O)Nc3c(C)n(C)n(-c4ccccc4)c3=O)c3nc4ccccc4nc32)cc1
  21, -6, 0, /, 5, 0, 5, -4.9, -10, 7
COCCCNC(=O)C(C#N)c1nc2ccccc2nc1N1CCN(Cc2ccccc2)CC1 (stereo unspecified)
  27, -27, -3, -5, 72, -6, 12, -3.6, 1, 78
CCC(c1nnnn1Cc1ccco1)N(CCc1ccccc1)Cc1cc2cccc(C)c2[nH]c1=O (stereo unspecified)
  8, -97, 9, 7, 86, 2, 5, -2.4, /, 72
CCOc1nc(Nc2cc(Cl)ccc2OC)nc(OCC)n1
  8, -15, /, -4, 91, -2, 3, -2.5, /, 92
COc1ccc(OC)c(CNC(=O)CCNC(=O)Cn2ccc3ccccc3c2=O)c1
  11, -52, -7, /, 89, 3, 4, -2.5, /, 94

Later entries
Value order – Measles CPE, BB579 growth dn, Yeast life ext, E-sel TNF inh, HCT116 PTEN-null, GALR2 antag, NPY-Y2 antag, MRP-1 activ, Phagocyt inh, bCat KO growth
CC12CN3CC(C)(CN(C1)C3c1cc(Br)ccc1O)C2=O (stereo unspecified)
  3, -20, 9, -39, 96, 6, 2, 0.5, -2, 94
CCOC(=O)N1CCN(Cc2nc3c(c(=O)[nH]c(=O)n3C)n2CCCc2ccccc2)CC1
  4, -38, -8, 2, 79, -10, 3, -3.8, /, 79
CN(C)P(=NC(=O)COc1ccc(Cl)cc1Cl)(N(C)C)N(C)C
  6, -41, -17, /, 85, 1, 1, 0.3, 0, 89
COc1ccnc(CSC(N)=Nc2ccccc2OC)c1
  21, -20, /, -11, 92, 12, 3, -5.3, /, 81
O=C(Nc1sc2c(c1C(=O)O)CCCC2)c1cccs1
  20, 4, 17, -6, 79, 3, 4, -0.6, 2, 84
COc1cc2c(cc1OC)C(Nc1ccccc1)=NC(C)(C)C2
  29, -73, 6, 1, 83, 4, 6, -2.1, -4, 85
CC(C)CCOc1ccc(Cl)cc1CN1CCOCC1
  5, -26, -23, -15, 86, -6, 0, -2.5, /, 92
O=C1C=C(OCc2ccccc2)CN1
  8, -36, -10, 11, 96, -11, 0, -0.8, -2, 99
CC(=O)N1CCc2c(sc3c2c(=O)n(-c2ccccc2)c(=O)n3Cc2ccccc2Cl)C1
  5, -17, -4, /, 91, 1, 3, -1.5, -3, 91
Cc1ccc(OCC(=O)NNC(=O)c2ccoc2C)c(Br)c1
  6, -6, 1, -9, 97, -9, -1, -0.4, 0, 97

Reprinted from the part before: 3 entries; new compounds follow.
Value order – Measles CPE, BB579 growth dn, Yeast life ext, E-sel TNF inh, HCT116 PTEN-null, GALR2 antag, NPY-Y2 antag, MRP-1 activ, Phagocyt inh, bCat KO growth
O=C1C=C(OCc2ccccc2)CN1
  8, -36, -10, 11, 96, -11, 0, -0.8, -2, 99
CC(=O)N1CCc2c(sc3c2c(=O)n(-c2ccccc2)c(=O)n3Cc2ccccc2Cl)C1
  5, -17, -4, /, 91, 1, 3, -1.5, -3, 91
Cc1ccc(OCC(=O)NNC(=O)c2ccoc2C)c(Br)c1
  6, -6, 1, -9, 97, -9, -1, -0.4, 0, 97
CN(Cc1ccccc1)S(=O)(=O)c1ccc(NC(=S)NC(=O)C2CCCCC2)cc1
  4, -17, 0, 37, 45, -23, 14, -4.0, -5, 50
C/C(=N/NC(=O)Nc1ccccc1)c1ccc(C)cc1
  8, -6, -7, -20, 99, 12, 5, 0.1, /, 96
CCC(=O)N1CCN(c2ccccc2NC(=O)Cc2ccccc2)CC1
  2, -49, -8, -7, 84, -2, 16, -1.8, 0, 82
CC(Nc1cc(=O)n(C)c(=O)n1C)c1ccccc1 (stereo unspecified)
  9, -40, -6, -11, 101, -5, 1, -0.5, /, 102
O=C(CCSCc1ccccc1Cl)N1CCN(c2ccccn2)CC1
  9, 11, -17, -19, 83, 1, 5, 0.7, 2, 82
Cc1ccccc1-c1noc(C23CC4CC(CC(C4)C2)C3)n1
  11, -13, -9, -1, 92, -8, 3, 1.1, 0, 93
Cc1noc(C)c1Cc1ccc(O)cc1
  2, -22, -10, 10, 97, 2, 2, -0.1, 0, 96
COC(=O)C1CC(O)CN1C(=O)c1ccco1 (stereo unspecified)
  26, -53, -8, 15, 99, -2, 3, -0.1, 0, 96
COc1ccc(OC)c2c1sc(=NC(=O)C(C)C)n2C
  17, -31, -14, /, 85, -14, 4, -4.5, 0, 81
O=c1[nH]c2ccc(S(=O)(=O)N3CCCCC3)cc2[nH]c1=O
  1, -32, /, 2, 92, -2, 0, -0.9, /, 86

4 entries already listed, ordered by the number in Measles CPE, rising:
molecule | Measles CPE | BB579 growth dn | Yeast life ext | E-sel TNF inh | GALR2 antag | NPY-Y2 antag | Phagocyt inh
O=c1[nH]c2ccc(S(=O)(=O)N3CCCCC3)cc2[nH]c1=O | 1 | -32 | / | 2 | -2 | 0 | /
CN(Cc1ccccc1)S(=O)(=O)c1ccc(NC(=S)NC(=O)C2CCCCC2)cc1 | 4 | -17 | 0 | 37 | -23 | 14 | -5
C/C(=N/NC(=O)Nc1ccccc1)c1ccc(C)cc1 | 8 | -6 | -7 | -20 | 12 | 5 | /
O=C(CCSCc1ccccc1Cl)N1CCN(c2ccccn2)CC1 | 9 | 11 | -17 | -19 | 1 | 5 | 2

Later entries.
Value order – Measles CPE, BB579 growth dn, Yeast life ext, E-sel TNF inh, HCT116 PTEN-null, GALR2 antag, NPY-Y2 antag, MRP-1 activ, Phagocyt inh, bCat KO growth
O=C(O)COc1ccc(S(=O)(=O)NCCc2ccccc2)cc1
  16, -78, -3, /, 114, 2, 0, -1.1, -1, 112
COc1ccc(CCn2nnnc2C(CC(C)C)N2CCN(c3ncccn3)CC2)cc1OC (stereo unspecified)
  1, -17, -25, /, 80, -2, 1, -2.6, 0, 78
Cc1c(N2C(=O)/C(=C\c3ccc(N(C)C)cc3)N(C)C2=S)c(=O)n(-c2ccccc2)n1C
  22, -37, -5, /, 79, -6, 4, -1.4, -6, 75
COc1cc(C2C(C#N)=C(C)NC(C)=C2C#N)cc(OC)c1OC
  7, -23, 3, -10, 98, 7, 0, -1.1, /, 87
O=[N+]([O-])c1cc(CN2CCCC2)c2cccnc2c1O
  5, 60*, -3, -8, 88, 20, 2, -0.5, -5, 94
COC(=O)CSc1nc2c(c(C3CC=CCC3)c1C#N)CCC2 (stereo unspecified)
  4, -33, /, -36, 95, -2, 7, -3.0, /, 90
COc1ccc(OC)c(NS(=O)(=O)c2ccc(NC(C)=O)cc2)c1
  5, -43, 0, 9, 67, -7, 3, -1.5, 0, 76
CCC(=O)Nc1cccc(NC(=S)NC(=O)c2ccccc2Cl)c1
  3, 3, -5, 10, 92, -12, 0, -2.6, /, 95
C=CC(=O)N1c2ccccc2Sc2ccc(NC(=O)OCC)cc21
  2, -42, /, 2, 78, 16, 3, -4.0, /, 73
CC(C)n1c(=O)[nH]c2ccccc21
  9, -18, -1, /, 93, -1, 5, -0.7, 0, 90

The last 2 entries of the part before open the next one.
Value order – Measles CPE, BB579 growth dn, Yeast life ext, E-sel TNF inh, HCT116 PTEN-null, GALR2 antag, NPY-Y2 antag, MRP-1 activ, Phagocyt inh, bCat KO growth
C=CC(=O)N1c2ccccc2Sc2ccc(NC(=O)OCC)cc21
  2, -42, /, 2, 78, 16, 3, -4.0, /, 73
CC(C)n1c(=O)[nH]c2ccccc21
  9, -18, -1, /, 93, -1, 5, -0.7, 0, 90
O=C(NCc1ccco1)C1CCCN(S(=O)(=O)c2cccc3cccnc23)C1 (stereo unspecified)
  29, -14, -4, 31, 122, 0, 1, -3.3, 0, 98
C=CCn1c(SCc2ccc3nonc3c2)nnc1-c1cccs1
  2, -49, -1, -20, 117, -2, 4, -1.5, 1, 105
Cc1cccc(NC(=O)c2cc(Cl)ccc2[N+](=O)[O-])c1
  39, -20, 0, /, 89, 8, 0, -1.7, -1, 87
CCOc1ccc(N2C(=O)CC(N3CCN(c4ccccc4F)CC3)C2=O)cc1 (stereo unspecified)
  5, -39, -6, -19, 99, 6, 2, -2.5, 0, 95
Cc1nc(N[C@@H](Cc2ccccc2)C(=O)O)c2oc3ccccc3c2n1
  14, -12, -24, -22, 103, 8, 7, -1.7, /, 94
O=C(COc1ccc(F)cc1)NNC(=O)c1cc2ccccc2oc1=O
  6, -14, 1, /, 102, 15, 6, -1.2, -1, 101
COc1ccc(NS(=O)(=O)c2cc(NC(=O)c3ccc(F)cc3)ccc2OC)cc1
  5, -24, 9, /, 89, 24, 2, -1.5, 2, 103
CC(C)(C)c1nn(-c2ccccc2)c2[nH]c(=O)c(CNCc3ccco3)cc12
  4, -45, -8, -19, 24, -10, 3, -2.3, -1, 36
COCCNC(=O)c1onc(CSc2ccccc2)c1C(=O)O
  7, -4, -8, 3, 104, 7, 1, -0.2, /, 95
CCOc1cccc(OCCOCCNC(C)(C)C)c1
  10, 14, -4, /, 103, 7, 5, -1.2, 0, 95
Cc1ccccc1N(CC(=O)Nc1ccc(F)cc1)S(C)(=O)=O
  12, 2, -7, -27, 97, 13, 0, 0.2, 0, 95
CCOC(=O)NCC(C#CCN(CC)CC)N(CC)CC (stereo unspecified)
  12, -55, -11, 15, 94, 15, 0, -0.9, 0, 96
Cc1ccc(Nc2nc(N)nc(CSc3nncn3C)n2)cc1
  27, -8, /, -4, 98, 1, 2, 0.0, /, 97
